p53null 39C kill = selectivity test: cytotoxicity in p53 null cells, nonpermissive temperature; H1299 p53-null (neo) cells, 39C, ATPlite viability, 24 h; AID 904; Potency, µM (top dose mostly 46.1 µM), inactives show top-dose activity, negative = cell killing, hits mostly cytotoxic; 55,000 compounds, 0.97% hits;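 further: potency means the concentration at half of the fitted maximal effect; 0% = DMSO only and -100% = full killing by 100 µM tamoxifen; nearly all actives have a fitted effect of over 50% in size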
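Cells seeded at 600/well, 37C overnight. Compound added (up to 46 uM), plates shifted to 39C for 24 hr. ATPlite added, luminescence read after 20 min at room temperature.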
FH mod = Identification of activators of human fumarate hydratase by quantitative high-throughput screening; Fumarate hydratase, mitochondrial (Homo sapiens), P07954; FH coupled MDH/diaphorase resazurin fluorescence, 15 min; Potency, µM (series often up to 79.9 µM), without a hit: top-dose activity change, negative = inhibition, actives largely listed as inhibitors; 54,000 compounds, 0.22% hits; further: potency means the concentration at half of the fitted maximal effect; on the % scale 0 is the no-effect control and ±100 the full control effect; the screen sought activators but most active calls are inhibition curves; nearly all actives have a fitted effect of over 45% in size
Target sequence (P07954 whole entry, looked up): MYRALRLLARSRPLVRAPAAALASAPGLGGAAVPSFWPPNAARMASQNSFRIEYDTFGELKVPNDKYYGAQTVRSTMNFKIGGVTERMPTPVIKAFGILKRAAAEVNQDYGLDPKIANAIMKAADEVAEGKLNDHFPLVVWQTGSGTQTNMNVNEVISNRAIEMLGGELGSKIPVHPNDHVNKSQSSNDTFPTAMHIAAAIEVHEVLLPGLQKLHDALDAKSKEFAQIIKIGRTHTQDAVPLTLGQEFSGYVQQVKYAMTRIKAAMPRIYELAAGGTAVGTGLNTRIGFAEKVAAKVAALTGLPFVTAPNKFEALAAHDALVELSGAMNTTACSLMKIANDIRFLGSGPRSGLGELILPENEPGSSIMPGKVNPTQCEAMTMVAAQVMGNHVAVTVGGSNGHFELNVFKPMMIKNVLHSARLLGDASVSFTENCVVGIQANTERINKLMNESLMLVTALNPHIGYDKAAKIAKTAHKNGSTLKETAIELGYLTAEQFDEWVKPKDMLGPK
NTMT1 inh = inhibitors of human N-terminal methyltransferase NTMT1; NTMT1 MTase-Glo SAH luminescence, purified enzyme; Potency, µM (top dose mostly 114 µM), inactives show at the highest dose activity change, negative = inhibition, usual class: inhibitors; 59,000 compounds, 2.5% hits;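 further: potency means the concentration at half of the fitted maximal effect; plate controls were DMSO vehicle for no effect and no enzyme for full effect; nearly all actives have a fitted effect of over 65% in size; many of its hits are not listed in these tables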
GALK inhibitor = inhibits human galactokinase | 44,000 tested, under 10 active | recombinant GALK, Kinase-Glo ATP luminescence, 1 h | P51570 | Potency, µM (top dose mostly 57.5 µM), without a hit: at the highest dose activity, negative = inhibition, actives largely listed as inhibitors;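 further: plate controls were full GALK reaction for no effect and reaction lacking GALK for full effect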
Target sequence (P51570 whole entry, looked up): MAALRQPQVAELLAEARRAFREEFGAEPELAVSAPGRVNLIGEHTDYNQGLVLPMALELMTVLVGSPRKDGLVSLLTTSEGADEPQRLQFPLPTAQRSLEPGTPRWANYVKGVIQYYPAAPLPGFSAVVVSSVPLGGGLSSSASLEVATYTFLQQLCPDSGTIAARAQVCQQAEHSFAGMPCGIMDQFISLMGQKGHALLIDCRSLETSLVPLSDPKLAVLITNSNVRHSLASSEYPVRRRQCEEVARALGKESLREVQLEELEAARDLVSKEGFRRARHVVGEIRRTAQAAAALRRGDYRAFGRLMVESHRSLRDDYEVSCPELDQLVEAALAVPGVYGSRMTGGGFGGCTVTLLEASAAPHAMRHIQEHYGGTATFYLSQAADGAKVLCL
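Human GALK (5 nM) was incubated with 35 uM ATP and 100 uM galactose in 20 mM HEPES pH 8.0 with MgCl2, NaCl, DTT and BSA for 1 h at room temperature. Remaining ATP was measured by Kinase-Glo Plus luminescence.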
B2AR arrestin ag = beta-arrestin recruitment by human beta2-adrenergic receptor ligands; AID 1347077; HTLA Tango cells, beta-arrestin recruitment, luciferase luminescence, 18 h; P07550; Potency, µM (top dose mostly 46.1 µM), for inactives: at the highest dose activation, actives largely listed as activators; 44,000 tested, under 10 active;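 further: potency means the concentration at half of the fitted maximal effect; 0% = DMSO and full agonism = EC100 isoproterenol or metaproterenol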
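Receptor–beta-arrestin recruitment read by tTA-responsive luciferase: compound titrations (up to 46 µM) incubated 18 h with Tango cells, then luminescent substrate 15 min at room temperature. Concentration-response fits classified by r2, efficacy and activity.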
TSG101-PTAP inh = blocks PTAP binding to human TSG101, validation; Q99816; Fluorescence polarization, FITC-PTAP peptide/Tsg101, 20 min; Potency, µM (top dose mostly 115 µM), for the others: at the top dose activity change, negative = inhibition, usual class: inhibitors; 44,000 tested, under 10 active; further: potency means the concentration at half of the fitted maximal effect; 0% is about no effect
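The Tsg101 binding domain, at 10 uM final, is mixed with compound and a FITC peptide bearing the PTAP motif (50 nM final). After 20 min at r.t., polarization is measured; actives defined by CRC class, efficacy cut-off 60% inhibition.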
p53null 32C kill = p53 null cell cytotoxicity, permissive temperature; Potency, µM (series often up to 46.1 µM), without a hit: at the top dose activity change, negative = cytotoxicity, most hits filed as cytotoxic; H1299-neo p53 null cells, ATP luminescence, 24 h, 32C; AID 903; 55,000 compounds, 0.62% hits;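 further: potency means the concentration at half of the fitted maximal effect; 0% = DMSO only and -100% = full killing by 100 µM tamoxifen; nearly all actives have a fitted effect of over 55% in size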
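Cells lacking p53 (H1299-neo) are plated at 600 per well and allowed to settle overnight at 37C. Test compounds (up to 46 uM) are added and held 24 hours at 32C, then ATP is quantified by luminescence.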
An asterisk follows results filed as active; ? = inconclusive; . = not tested or not shown; [ ] = remark or other dose. The call rests on the fitted dose curve; in most records, active means well fitted curve in the direction sought with a large enough effect; inconclusive means small, poorly fitted or top-dose-only effect, or another doubt; inactive means no such curve, though single readings can be large; an effect the other way counts as inactive or inconclusive. This is a subset, so the mix of outcomes need not match the whole.

SMILES	p53null 39C kill	FH mod	NTMT1 inh	GALK inhibitor	B2AR arrestin ag	TSG101-PTAP inh	p53null 32C kill
O=C(Nc1c(C(=O)N2CCN(c3ccc(F)cc3)CC2)oc2ccccc12)c1ccco1	1%	-29%	-11%	1%	0%	-5%	4%
COc1ccc(Cl)cc1NC(=O)c1nnn(Cc2cccc(C(F)(F)F)c2)c1N	?	-20%	?	9%	0%	1%	-1%
CCOc1ccc(CC(=O)NCCc2csc(-c3ccc(Cl)cc3)n2)cc1	1%	-1%	13%	-2%	0%	3%	-2%
Cc1ccc(-n2nc(CO)c(C(=O)NCc3ccccn3)n2)cc1	-6%	5%	2%	8%	-2%	-9%	2%
Cc1ccc(N2CC(NC(=O)CCc3ccccc3)CC2=O)cc1 (stereo unspecified)	10%	3%	17%	0%	-4%	0%	-1%
Cn1cc(-c2cc3n(n2)CCC(=O)N3CCCC(=O)NCc2ccc(F)cc2)c2ccccc21	-13%	-4%	-6%	-5%	0%	0%	27%
COc1ccccc1NC(=O)CCCc1nnc2n(C)c(=O)c3sccc3n12	-3%	-4%	6%	-4%	1%	-3%	-2%
Cc1cccc(N2CCN(Cc3nnc(-c4ccccc4C)o3)CC2C)c1 (stereo unspecified)	14%	-7%	3%	3%	-2%	-3%	-4%
Cc1ccc2nc(NCCc3ccccc3)c3nncn3c2c1	-13%	5%	20%	-6%	0%	-1%	5%
Cc1ccc(-n2ncc(C(=O)NCc3cccs3)c2C2CCN(C(=O)OC(C)(C)C)CC2)c(C)c1	43%[activator]	-26%	8%	1%	2%	-1%	22%
CC(=O)c1ccc(NC(=O)c2nc(-c3ccccc3)n(-c3ccc(C)cc3)n2)cc1	-22%	-14%	?	2%	-2%	-5%	-9%
COc1ccc(Cl)cc1NC(=O)COc1cccc2c(=O)n(C)ccc12	?	21%	-6%	-1%	-3%	-1%	0%
O=S(=O)(c1ccccc1)c1nc(-c2cccc(Cl)c2)oc1NCc1ccccc1	16%	-29%	0%	6%	1%	5%	3%
COc1ccc(C2C(=O)N(C3CCCCC3)CC(=O)N2CCc2ccc(C)cc2)cc1OC (stereo unspecified)	33%[activator]	3%	25%	2%	8%	-5%	-4%
CC(C)(C)NC(=O)Cn1cc(S(=O)(=O)Cc2ccc(F)cc2)c2ccccc21	-7%	-7%	-3%	6%	-1%	-2%	3%
Cc1ccc(C2=NN(CC(=O)NCCc3ccc(Cl)cc3)C(=O)CC2)cc1	7%	-20%	?	6%	0%	4%	4%
COc1ccc(OC)c(CNC(=O)CN(c2ccc(C)cc2)S(=O)(=O)N(C)C)c1	-4%	4%	-6%	0%	-1%	-4%	?
CCOc1ccccc1NC(=O)CSc1nc2ccccc2nc1N1CCOCC1	10%	-28%	2%	1%	0%	2%	29%
Cc1cc(C)c2sc(N3CCN(C(=O)c4ccc(N(C)C)cc4)CC3)nc2c1	25%	?	3%	-5%	-2%	-3%	17%
O=C(c1cnn(-c2ccc(F)cc2)c1-n1cccc1)N1CCN(c2ccc(Cl)cc2)CC1	14%	-2%	?	2%	0%	1%	21%

3 structures already listed, ordered by length of the SMILES, low to high.
SMILES	p53null 39C kill	FH mod	NTMT1 inh	GALK inhibitor	B2AR arrestin ag	TSG101-PTAP inh	p53null 32C kill
COc1ccc(Cl)cc1NC(=O)COc1cccc2c(=O)n(C)ccc12	?	21%	-6%	-1%	-3%	-1%	0%
CCOc1ccc(CC(=O)NCCc2csc(-c3ccc(Cl)cc3)n2)cc1	1%	-1%	13%	-2%	0%	3%	-2%
Cc1ccc(C2=NN(CC(=O)NCCc3ccc(Cl)cc3)C(=O)CC2)cc1	7%	-20%	?	6%	0%	4%	4%

Returning to the listing; the four compounds before the break are reprinted first.
SMILES	p53null 39C kill	FH mod	NTMT1 inh	GALK inhibitor	B2AR arrestin ag	TSG101-PTAP inh	p53null 32C kill
COc1ccc(OC)c(CNC(=O)CN(c2ccc(C)cc2)S(=O)(=O)N(C)C)c1	-4%	4%	-6%	0%	-1%	-4%	?
CCOc1ccccc1NC(=O)CSc1nc2ccccc2nc1N1CCOCC1	10%	-28%	2%	1%	0%	2%	29%
Cc1cc(C)c2sc(N3CCN(C(=O)c4ccc(N(C)C)cc4)CC3)nc2c1	25%	?	3%	-5%	-2%	-3%	17%
O=C(c1cnn(-c2ccc(F)cc2)c1-n1cccc1)N1CCN(c2ccc(Cl)cc2)CC1	14%	-2%	?	2%	0%	1%	21%
Cc1cn2c(=O)c(S(=O)(=O)NC(C)c3ccccc3)c(C)nc2s1 (stereo unspecified)	-18%	-2%	-4%	-7%	0%	3%	1%
CCn1c(=O)c2sccc2n2c(CCC(=O)Nc3ccc(OC)cc3OC)nnc12	-16%	5%	-2%	6%	0%	-9%	-1%
Cc1ccc(NC(=O)C2CCCN(C(=O)c3cnn(-c4ccc(F)cc4)c3-n3cccc3)C2)c(Cl)c1 (stereo unspecified)	12%	-13%	6%	0%	0%	-1%	12%
Cc1ccc(C(=O)N(Cc2ccc(N(C)C)cc2)CC2CCCO2)cc1 (stereo unspecified)	-15%	-1%	1%	-2%	-2%	1%	-6%
COc1ccc(-c2noc(CSc3nnc(-c4ccccc4)n3C)n2)cc1	?	-30%	-3%	3%	1%	-1%	-22%
Cc1ccc2c(=O)c(C(=O)c3cccc(Cl)c3)cn(CC(=O)Nc3ccccc3C(F)(F)F)c2n1	14%	-12%	-20%	2%	1%	3%	-3%
Cc1cn(C)c(CC(=O)N2CCN(c3cccc(C(F)(F)F)c3)CC2)c1C(=O)O	8%	-8%	-7%	3%	-2%	1%	-8%
O=C(CC1Nc2cccc3cccc(c23)NC1=O)Nc1ccc(F)cc1 (stereo unspecified)	-9%	-23%	-20%	1%	0%	-8%	8%
CCN(CC)S(=O)(=O)c1nnc(NC(=O)COc2cccc(C)c2)s1	6%	-1%	18%	0%	0%	0%	0%
CC(=O)Nc1c(C)nn(-c2ccccc2)c1N1CCC(C(=O)Nc2ccc(C)cc2Cl)CC1	-3%	-3%	0%	1%	0%	-8%	7%
Cc1ccc(-c2cc(C(F)(F)F)n3nc(C(=O)Nc4ccc(Cl)cc4Cl)cc3n2)cc1	.	-2%	13%	-1%	1%	-2%	.
Cc1oc(-c2ccc(Cl)cc2)nc1CN1CCCC(C(=O)NCCc2ccccc2)C1 (stereo unspecified)	-2%	-22%	-11%	0%	1%	-2%	-4%
CN(C(=O)CSc1nc2ccc(NC(=O)COc3ccccc3Cl)cc2s1)c1ccccc1	-8%	-5%	-4%	-1%	-4%	-2%	-5%
O=C(Nc1ccc2oc(-c3cccnc3)nc2c1)c1ccc(-c2ccccc2OC(F)(F)F)o1	-15%	1%	?	4%	1%	4%	2%
Cc1cccc(CS(=O)(=O)c2ncc(Cl)c(C(=O)Nc3nnc(C(C)C)s3)n2)c1	13µM*	17%	17%	?	-1%	1%	39%[activator]
COc1ccc(/C=C/c2nc(C#N)c(NCc3ccc(C)cc3)o2)cc1OC	-26%	?	4%	2%	-1%	3%	8%
COc1ccc(CNC(=O)c2sc3nc4n(c(=O)c3c2C)CCCC4)cc1	-11%	-10%	-11%	-2%	4%	-4%	10%
COc1ccc(C)cc1NS(=O)(=O)c1cc(Br)cc2c1N(C(C)=O)C(C)C2 (stereo unspecified)	17%	-13%	-6%	0%	1%	-5%	-4%
Cc1cccc(Cn2c(SCc3ccc(C(=O)NCc4cccs4)cc3)nc3ccncc32)c1	-1%	-14%	2%	7%	-2%	7%	18%
Cc1cc(C)cc(NC(=O)c2cccc3c2C(=O)N(C2CCCCC2)C3)c1	-2%	-7%	-5%	0%	0%	0%	-2%
O=C(CSc1nc(-c2ccccc2)nc2c1Cc1ccccc1O2)N1CCCCC1	17%	-22%	-2%	0%	1%	3%	-9%
COc1cccc(CN(C(=O)c2cccc(C)c2)C2CCS(=O)(=O)C2)c1 (stereo unspecified)	?	5%	7%	1%	-1%	-4%	-4%
Cc1ccc(S(=O)(=O)NCCS(=O)(=O)N2CCN(c3ccccc3)CC2)cc1	10%	4%	12%	-1%	1%	-1%	0%
O=C(Cn1c(=O)n(Cc2ccc(Cl)cc2)c(=O)c2cccnc21)Nc1ccccc1C(F)(F)F	-10%	3%	8%	-1%	0%	1%	-3%
CCN(CC)CCCNC(=O)c1nn(C)c2c1CS(=O)(=O)c1ccccc1-2	-6%	5%	5%	-3%	1%	1%	-5%
Cc1c(Cl)cccc1Nc1nn2c(=O)c3ccccc3nc2s1	9%	-6%	?	0%	-3%	-2%	4%
O=C(NCc1cccc(Cl)c1)c1cccn1-c1nnc(N2CCCC2)s1	-17%	1%	-6%	-3%	2%	-5%	0%
COc1ccc(NC(=O)c2nnn(CC(=O)Nc3cccc(C)c3C)c2N)c(OC)c1	-24%	4%	-2%	0%	1%	0%	-9%
Cc1ccc(S(=O)(=O)N(CC(=O)Nc2ccc3c(c2)OCO3)c2cc(Cl)cc(Cl)c2)cc1	-3%	-33%	5%	6%	0%	-2%	3%
Cc1nc2c(-c3ccccc3)c(C)nn2c(C)c1CCC(=O)NCc1ccc(F)cc1	2%	-2%	?	10%	1%	-1%	1%
Cc1ccc(NC(=O)C2CCC(CNS(=O)(=O)c3ccc4c(c3)CCCC(=O)N4)CC2)c(C)c1 (stereo unspecified)	-11%	-2%	-2%	1%	1%	2%	-9%
Cc1cc(C)cc(N(CC(=O)Nc2cccc(C)c2C)S(=O)(=O)c2c(C)[nH]c(=O)[nH]c2=O)c1	-9%	5%	12%	-2%	1%	-7%	0%
CCN(c1ccccc1)S(=O)(=O)c1cc(-c2onc(C)c2C)ccc1OC	-13%	-12%	-14%	2%	2%	-5%	9%
CCOC(=O)C1CCCN(c2c(C(=O)c3ccccc3)cnc3ccc(F)cc23)C1 (stereo unspecified)	10%	-4%	6%	-6%	0%	-1%	-1%
Cc1cccn2c(=O)c(/C=C(\C#N)c3nc4ccccc4n3C)c(Oc3ccc(Br)cc3)nc12	-16%	-24%	-6%	3%	-1%	-22%	-3%
COc1cccc(N2CCN(c3ncc4c(n3)CCN(Cc3ccc(Br)cc3)C4)CC2)c1	-1%	-8%	50µM*	-1%	-1%	-1%	3%
O=C(Cn1c(=O)n(-c2ccc(F)cc2)c(=O)c2sc3ccccc3c21)NC1CCCC1	-23%	4%	-1%	0%	0%	1%	-7%
CCN(CC)S(=O)(=O)c1ccc(C(=O)NCCSc2c(-c3ccccc3)[nH]c3ccccc23)cc1	31%[activator]	-33%	2%	6%	0%	-1%	9%
CN1C(C(=O)c2ccccc2)=C(NC(=O)c2ccccc2Br)c2ccccc2S1(=O)=O	-21%	-18%	24%	2%	-1%	-1%	-4%
Cc1ccc(-n2nc(C(=O)N(C)c3ccc(C)c(C)c3)c3c4ccccc4n(C)c3c2=O)cc1	28%	-10%	26%	1%	-2%	-15%	30%[activator]
Cc1ccc(C)c(CN2C(=O)C(O)(c3c(C)[nH]c4ccccc34)c3ccccc32)c1 (stereo unspecified)	-8%	-8%	2%	-1%	1%	1%	-10%

Screens from PubChem.
